HKDC1 inh: inhibitors of human hexokinase HKDC1; inhibition, % at 20 µM; actives 0.16% (n = 340,000); Q2TB90; recombinant HKDC1, G6PDH/diaphorase resazurin coupled fluorescence;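 active = inhibition above about 35% when tested at 20 µM, limit read from the data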;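 also: plate controls were DMSO wells with enzyme for no effect and DMSO wells lacking enzyme for full effect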
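System: Recombinant HKDC1 hexokinase | Amount: HKDC1 at 5 µg/mL | Reagent: Glucose with 1 mM ATP | Doses: Single 20 µM dose | Incubation: Reaction time 90 min, room temperature, protected from light | Signal: Coupled resazurin fluorescence, excitation 525 nm, emission 613 nm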
ATG4B inhibitor: blocks human ATG4B protease cleavage of LC3 substrate | actives 0.51% (n = 340,000) | Q9Y4P1 | inhibition, % at 8.33 µM | ATG4B cleavage of LC3-PLA2, NBD-HPC fluorescence, 1 h | AID 504462; in the data active = inhibition above about 40%
Target sequence (Q9Y4P1 whole entry, looked up): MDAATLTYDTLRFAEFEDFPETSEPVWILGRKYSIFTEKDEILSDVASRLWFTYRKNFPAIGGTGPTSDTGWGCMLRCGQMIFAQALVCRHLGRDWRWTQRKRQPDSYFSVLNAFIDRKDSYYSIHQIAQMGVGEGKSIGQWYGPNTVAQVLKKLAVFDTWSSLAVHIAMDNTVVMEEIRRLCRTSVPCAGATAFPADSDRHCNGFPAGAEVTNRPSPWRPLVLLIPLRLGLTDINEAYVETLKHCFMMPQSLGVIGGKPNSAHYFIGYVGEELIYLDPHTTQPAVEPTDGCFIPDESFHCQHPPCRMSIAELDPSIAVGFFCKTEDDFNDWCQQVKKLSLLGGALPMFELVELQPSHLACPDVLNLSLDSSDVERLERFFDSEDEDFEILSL
MPTP inh: blocks calcium-induced mitochondrial swelling | isolated mouse mitochondria, Ca2+ swelling absorbance, 30 min | inhibition, % at 10 µM | actives 1.4% (n = 360,000) | AID 602449;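 active = inhibition of 50% or more, scaled per plate between neutral and stimulator controls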;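 also: 0% = DMSO wells given calcium and 100% = 1 mM EGTA wells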
SENP6 inh: blocks the human protease SENP6. Q9GZR1. Recombinant SENP6 catalytic domain, aminoluciferin luminescence. inhibition, % at 10 µM. actives 1.8% (n = 330,000);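 active = inhibition above about 50% at the single tested dose, limit read from the data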;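 also: plate controls were DMSO wells with enzyme for no effect and DMSO wells lacking enzyme for full effect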
SENP7 block: blocks the human protease SENP7. Q9BQF6. recombinant SENP7, Z-RLRGG-aminoluciferin luminescence, 40 min. inhibition, % at 5 µM. actives 1.5% (n = 330,000). AID 434973;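 active = inhibition above about 50% at the single test dose, limit read from the data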;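 also: plate controls were DMSO with enzyme for no effect and no enzyme buffer wells for full effect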
Target sequence (Q9BQF6 706-1050 limits assumed): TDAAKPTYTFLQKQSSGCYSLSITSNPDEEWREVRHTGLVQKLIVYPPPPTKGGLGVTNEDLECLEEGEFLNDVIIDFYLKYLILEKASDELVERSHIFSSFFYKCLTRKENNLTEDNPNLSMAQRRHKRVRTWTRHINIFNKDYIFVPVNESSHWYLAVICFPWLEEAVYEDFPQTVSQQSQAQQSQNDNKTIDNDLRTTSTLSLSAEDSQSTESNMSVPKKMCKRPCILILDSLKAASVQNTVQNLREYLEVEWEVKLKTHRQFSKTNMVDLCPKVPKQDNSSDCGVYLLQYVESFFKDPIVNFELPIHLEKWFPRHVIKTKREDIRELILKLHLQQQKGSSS
NR3A LBD binder: NR3A (human) ligand-binding domain modulation; NR3A LBD differential scanning fluorimetry, Tm shift; 0% = protein alone, 100% = glycine-bound protein; Tm shift relative to glycine control, % at 25 µM; actives 2.5% (n = 340,000);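 active = melting temperature shift of at least 10% of the positive control shift, at one fixed dose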
PfGluPho inh: PfG6PD (Plasmodium falciparum) enzyme inhibition | PfGluPho enzyme, NADPH resazurin-diaphorase fluorescence | actives 0.78% (n = 350,000) | inhibition, % at 20 µM;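 active = inhibition reaching at least a set limit at 20 µM in the primary screen, cut at about 59% in these data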;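 also: 0% = DMSO wells with substrate and 100% = DMSO wells lacking glucose-6-phosphate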
SENP8 block: inhibitors of human SENP8 protease; recombinant SENP8, Nedd8 substrate fluorescence; inhibition, % at 20 µM; actives 0.64% (n = 360,000); in the data active = inhibition mostly above about 40%, no sharp cut-off; inactive = mostly below about 27%
Target sequence (Q96LD8 whole entry, looked up): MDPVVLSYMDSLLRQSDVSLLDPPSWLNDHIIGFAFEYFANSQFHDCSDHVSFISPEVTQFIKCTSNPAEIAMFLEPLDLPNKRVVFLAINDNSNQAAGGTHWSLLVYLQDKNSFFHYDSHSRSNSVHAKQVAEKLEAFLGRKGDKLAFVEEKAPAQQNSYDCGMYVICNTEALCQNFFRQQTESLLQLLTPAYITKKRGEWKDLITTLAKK
An asterisk follows results filed as active; · = not tested or not shown. Not a hit list; overall some 6.9% were active at least once.

SMILES	SENP6 inh	PfGluPho inh	MPTP inh	HKDC1 inh	ATG4B inhibitor	SENP8 block	SENP7 block	NR3A LBD binder
O=C(Nc1cccc(Cl)c1)C1CCCCC1	-13	17	1.0	0	-2	6	0	-1
C[C@H]1CN([C@@H](C)CO)C(=O)Cc2cc(NC(=O)Cn3cnnn3)ccc2O[C@H]1CN(C)Cc1ccncc1	-11	14	-1.7	-8	-3	8	-1	2
COc1ccccc1CCNC(=O)Cc1cccs1	-2	-3	0.6	-4	3	10	2	1
C#CCNC(=O)C1=C[C@@H](C2CCCCC2)C[C@@H](OCCCCO)O1	0	10	0.0	-1	-10	-24	2	-2
Cc1ccc(S(=O)(=O)N2CCOCC2)cc1NC(=O)c1ccc(F)cc1F	0	3	-3.0	1	-3	4	-6	1
CCCCn1c(N)c(N(CCC(C)C)C(=O)c2cccc(S(=O)(=O)N3CCN(C)CC3)c2)c(=O)[nH]c1=O	-8	-22	-0.2	-2	-5	-5	-2	2
O=C(CCc1ccc(S(=O)(=O)N2CCOCC2)cc1)N/N=C/c1ccc(O)c(O)c1O	-5	68*	1.8	23	-2	39*	8	-2
COc1ccc(-c2nc(C(=O)NCC3CCCO3)cc3c2[nH]c2ccccc23)cc1 (stereo unspecified)	-8	32	0.1	5	-18	2	-10	-2
COc1ccc2c(c1OC)C(=O)N1N=C(c3ccc(O)cc3)CC21 (stereo unspecified)	-6	5	-2.3	-4	2	-83	2	-1
Oc1ccc(C[C@H]2CNCCN2CCc2cccc(F)c2)cc1	12	-1	0.2	13	-8	0	4	0
Cn1cc([N+](=O)[O-])c(C(=O)N/N=C/c2ccc3c(c2)OCO3)n1	11	11	1.1	-14	-8	20	5	-4
CC(/C=C1\SC(=S)N(C(C(=O)O)c2ccccc2)C1=O)=C\c1ccccc1 (stereo unspecified)	15	-32	4.4	16	21	21	-10	4
C[C@@H]1C(c2ccc(F)cc2)=NN(c2ccccc2)[C@H]1C(=O)N1CCOC1=O	·	6	-0.2	7	-6	-380	3	-5
Cc1cc(OCCn2nc(C(=O)O)c3ccccc3c2=O)ccc1C(C)C	-6	79*	-0.2	6	3	9	-3	0
CCN(CC)c1ccc(Nc2nc(Cl)ncc2Br)cc1	10	26	-0.4	-1	5	34	-3	-1
CC(C)(C)c1ccc(S(=O)(=O)NCc2ccc(C(=O)NCC3CCCO3)cc2)cc1 (stereo unspecified)	-2	-7	2.3	4	-1	3	0	2
COc1ccc(NC(=O)c2cccc3c2C(=O)c2ccc(-c4cnc(OC)nc4)cc2S3(=O)=O)cc1	3	-9	-1.3	-2	8	2	2	0
S=c1nn[nH]n1C12CC3CC(CC(C3)C1)C2	-1	18	-0.1	11	-16	13	-5	0
O=C(CN1CCOCC1)Nc1ncc(Cc2cccc(Cl)c2Cl)s1	3	24	1.4	-2	2	13	-6	-2
CCOc1ccc(N=C2NN=C(c3cc(C)n(CC4CCCO4)c3C)CS2)cc1 (stereo unspecified)	-6	29	0.5	-17	8	-9	-5	-3
CCOc1cc(/C=N/OC(C)=O)ccc1OCc1ccccc1	-6	-10	-2.1	12	1	8	6	-1
CSCCC(NC(=O)c1ccccc1Br)C(=O)N1CCN(C/C=C/c2ccccc2)CC1 (stereo unspecified)	·	1	-1.8	-6	-9	3	·	-2
O=C(Nc1cccc(C(=O)NC2CCCC2)c1)c1ccccc1	-9	2	-2.0	-2	-16	12	6	1
O=C(O)c1n[nH]c2ccccc12	-26	-23	1.8	5	-3	25	18	-1
Clc1cccc(CSC2=NCCCN2)c1	-17	-6	·	-3	1	·	-13	0

Shown with values ahead of the structure: four of the compounds above
| SENP6 inh | PfGluPho inh | MPTP inh | HKDC1 inh | ATG4B inhibitor | SENP8 block | SENP7 block | NR3A LBD binder | structure |
| --- | --- | --- | --- | --- | --- | --- | --- | --- |
| -6 | 5 | -2.3 | -4 | 2 | -83 | 2 | -1 | COc1ccc2c(c1OC)C(=O)N1N=C(c3ccc(O)cc3)CC21 (stereo unspecified) |
| -11 | 14 | -1.7 | -8 | -3 | 8 | -1 | 2 | C[C@H]1CN([C@@H](C)CO)C(=O)Cc2cc(NC(=O)Cn3cnnn3)ccc2O[C@H]1CN(C)Cc1ccncc1 |
| -1 | 18 | -0.1 | 11 | -16 | 13 | -5 | 0 | S=c1nn[nH]n1C12CC3CC(CC(C3)C1)C2 |
| -26 | -23 | 1.8 | 5 | -3 | 25 | 18 | -1 | O=C(O)c1n[nH]c2ccccc12 |

The results go on:
SMILES	SENP6 inh	PfGluPho inh	MPTP inh	HKDC1 inh	ATG4B inhibitor	SENP8 block	SENP7 block	NR3A LBD binder
CC(C)CN1CCC(=O)N([C@H](CN=[N+]=[N-])Cc2ccccc2)CC1	-3	8	0.0	-2	-7	-12	8	1
O=C(CC1SC(N2CCOCC2)=NC1=O)Nc1ccccc1Cl (stereo unspecified)	0	0	0.0	-3	-10	12	3	-2
O=C1CC(C2CCCO2)C(=O)N1c1ccccc1 (stereo unspecified)	12	-5	-0.4	7	8	11	-2	-7
O=C(C1CC1)N1CCN(Cc2ccccc2)CC1	-9	-7	0.2	-4	-10	-5	8	1
CCOC(=O)C(=O)N=Nc1c(O)[nH]c2ccccc12	-10	-7	-4.3	-7	3	21	6	-1
CCOC(=O)CSc1nc(-c2ccc3c(c2)OCO3)ccc1C#N	-10	-13	2.2	6	7	-410	2	2
Cc1nnc(SCC(=O)NNC(=O)c2ccc(F)cc2)n1Cc1ccccc1	2	-2	-1.2	-8	-5	2	-2	-1
COc1cccc(C(=O)N2CCN(Cc3ccccc3[N+](=O)[O-])CC2)c1	-9	-11	1.4	-9	6	17	-10	-1
O=C(CSc1nnc(NC(=O)C2CC(=O)N(c3ccccc3)C2)s1)NCC1CCCO1 (stereo unspecified)	-2	-3	-1.7	-3	-5	3	6	1
COc1ccc2ccccc2c1CN(C)Cc1ccccc1	-32	-3	2.5	5	0	10	10	-3
COc1cccc(N2C(=O)CC(N3CCN(c4ccc([N+](=O)[O-])cc4)CC3)C2=O)c1 (stereo unspecified)	5	8	1.3	-4	-11	20	9	1
O=C(NCCCN1CCN(Cc2ccccc2)CC1)C1CCN(c2nnc(-n3cccc3)s2)CC1	16	8	11	-1	-8	22	-1	-2
Cc1ccc(C(=O)N(Cc2sccc2C)C2CCS(=O)(=O)C2)cc1 (stereo unspecified)	0	-10	0.2	1	2	9	-2	-3
CCCCCCCCN1[C@@H](CC(=O)O)c2ccc(C(F)(F)F)cc2S1(=O)=O	-19	-2	2.9	5	-11	3	-2	-13
CCOc1ccccc1/C=C(/NC(=O)c1ccccc1)C(=O)N(CC)CC	14	-6	-2.7	-2	7	20	2	-2
COc1ccccc1C(=O)NCc1nnc(SCC(=O)Nc2nccs2)n1C	-8	-8	0.2	3	-5	12	1	-1
COCCN(C(=O)COC(=O)Cc1cccc(OC)c1)c1c(N)n(CC(C)C)c(=O)[nH]c1=O	-11	-3	1.0	3	-3	9	11	0
CN/C=C1\C(=O)C(C)(C)Oc2ccc3ccc(=O)oc3c21	-10	13	-2.5	-9	-4	-8	12	0
Cc1cccn2c(=O)c3cc(S(=O)(=O)c4ccccc4)c(=N)n(Cc4ccco4)c3nc12	5	-5	-2.2	6	-4	-468	-12	0
Nc1c(C(=O)NCc2ccccc2)sc2nc3c(cc12)C(=O)CCC3	-2	18	-1.0	-2	-20	28	13	6
Cc1cc(O)c(C(=O)/C=C/c2ccc(Cl)cc2)c(=O)o1	15	-6	0.2	10	1	-52	3	-3
COc1ccccc1OCCC(=O)Nc1cccc(S(=O)(=O)N2CCOCC2)c1	-2	-6	0.2	-3	-1	5	-4	3
COc1ccc(C(=O)NNC2CC(=O)N(Cc3ccc(Cl)cc3)C2=O)cc1OC (stereo unspecified)	-7	-2	-0.6	-6	-5	10	-3	0
O=C(NC(c1ccccc1)c1ccccc1)c1ccccc1	·	-21	-0.5	1	-2	6	·	-1
Cc1cc(C)cc(C(=O)Oc2coc(CSc3nnc(NC(=O)C4CC4)s3)cc2=O)c1	-11	-43	-1.0	14	20	13	7	0
Cc1cc(NC(=O)c2cc(-c3ccccc3)on2)n(-c2ccccc2)n1	3	-11	0.3	-6	-7	4	-5	4
O=S(=O)(c1ccc(-c2cnc(C3CC3)o2)cc1)N1CCN(c2ccccc2)CC1	-9	7	0.2	-2	-4	-3	-6	2
COc1cccc(COC(=O)C2CCN(S(=O)(=O)c3cccs3)CC2)c1OC	-18	-8	-1.4	-5	-2	-8	9	2
CCC(C)NC(=O)c1cn(CC)c2cc(N3CCN(C(=O)c4ccco4)CC3)c(F)cc2c1=O (stereo unspecified)	-6	-3	-1.1	7	-6	-332	-11	1
COCOc1ccc(/C=C/C(=O)c2c(O)cc(OCOC)cc2OCOC)cc1	-10	27	1.9	7	-4	3	-1	2
COc1ccc(N(CC(=O)Nc2ccc3c(c2)OCO3)S(=O)(=O)c2ccccc2)cc1	-4	17	-1.1	-6	2	7	0	0
COc1ccc(CCNCc2cc(C)n(-c3ccc(OC)cc3)c2C)cc1	-8	6	2.1	-1	0	46*	-9	1
O=C(/C=C/c1ccc(F)cc1)Nc1cccc(S(=O)(=O)Nc2cccc(C(F)(F)F)c2)c1	-6	0	93*	-1	-14	12	-1	1
O=S(=O)(NCCc1ccncc1)c1ccccc1	-6	-3	-0.1	2	2	22	-6	-9
CNC(=S)N(Cc1ccco1)Cc1cc2cc3c(cc2[nH]c1=O)OCCO3	9	28	-0.3	-1	-4	-405	3	4
CCOc1ccc(N(CC(=O)Nc2c(C)n(C)n(-c3ccccc3)c2=O)S(=O)(=O)c2ccccc2)cc1	8	-9	-1.3	-5	5	5	-7	0
CCCCn1c(CN2CCN(c3cccc(Cl)c3)CC2)nc2c1c(=O)n(C)c(=O)n2C	-17	-4	36	2	-7	11	-4	-2
O=C(C1=C(Nc2ccccc2)c2ccccc2S(=O)(=O)N1)c1ccccc1	-19	1	3.2	0	74*	27	-1	-11
CCCc1cc(=O)[nH]c(SCc2nc3ccccc3s2)n1	-9	15	3.1	-6	-2	13	2	0
CCOc1ncccc1C(=O)OCC(=O)Nc1cc(C)ccc1C	-8	2	0.3	-12	-6	13	-7	1
N#C/C(=C(/O)C(Cl)c1ccccc1)c1nc2ccccc2s1 (stereo unspecified)	9	-8	55*	3	8	-88	6	0
COc1cc(/C=C2/C(=O)NN(c3cccc(Cl)c3)C2=O)cc(OC)c1O	2	-4	4.2	10	6	32	0	-3
COc1cccc(CN(CC(=O)NC2CCCC2)C(=O)CCC(=O)Nc2cc(C)on2)c1	1	-2	-6.1	-5	1	27	3	0
CCOc1ccc(-c2nc(CSCC(=O)NCc3ccco3)c(C)o2)cc1	-10	-21	-1.7	-7	8	5	6	-1
CCOC(=O)N1CCN(C(=O)c2ccc(N3C(=O)c4ccccc4C3=O)cc2)CC1	-9	-5	0.5	-8	2	17	-7	-3
Cc1cccc(C(=O)N2CCC(=O)N(C(COCc3ccccc3)Cc3ccccc3)CC2)c1 (stereo unspecified)	0	2	-1.6	0	2	22	-2	0
S=C(NCCc1ccccc1)N/N=C/c1cccc(Cl)c1Cl	14	15	9.8	-5	4	29	3	0
CCOc1ccc(N(CC(=O)N2CCC(Cc3ccccc3)CC2)S(C)(=O)=O)cc1	-4	-9	-1.0	-6	0	5	-2	0
COc1ccc(CC(=O)N/N=C\c2cc(Br)c(O)c(Br)c2)cc1	-15	-17	1.5	11	4	-106	13	-2
CCN(CC)c1ncnc2c1nnn2C	·	1	1.6	-4	1	3	·	0
CC[C@@H](C)[C@@H]1CN([C@@H](CN2CCC[C@H]2CN2C(N)=NC[C@H]2C(C)C)C(C)C)C(=N)N1CCCC1CCCC1	-37	-17	-1.3	1	9	21	-11	0
O=C(CN1CCOCC1)NN=C1CCCCCCCCCCC1	0	-6	-0.2	-1	2	16	-3	1
CCC1CCCCN1C(=O)COc1cccc2c1CCN(C)C2=O (stereo unspecified)	-6	10	9.4	-3	-5	1	2	-1

Screens as filed in PubChem.
